# High-throughput results deposited in PubChem BioAssay by several laboratories.
# STAT3 inh: IL-6 driven STAT3 reporter inhibitors, primary screen, U3A cells, luciferase, luminescence, MLSCN library | inhibition, % at 5.5 µM | IL-6 STAT3-luciferase reporter; host cell line lacks STAT1 | AID 862, 2007 | actives 0.89% (n = 190,000);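 active means inhibition above the mean inhibition across all screened compounds plus 3 SD, cut at about 44% in these data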;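 further: 0% = DMSO only wells and 100% = 100 µM nifuroxazide control wells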
# RAM network inh: inhibitors of the yeast RAM network, primary screen, dse1pr::URA3 reporter, 5-FOA selection; S. cerevisiae dse1pr::URA3 reporter, 5-FOA growth OD615, 2 d; analog-sensitive cbk1-as2 kinase mutant strain; inhibition, % at 50 µM; actives 1.8% (n = 190,000); AID 868, 2007;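 active means inhibition above a set limit, 3 SD over mean compound inhibition, cut at about 8.4% in these data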;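 further: 0% = DMSO-only wells with no growth and 100% = 10 µM 1-NA-PP1 full growth; inhibition rescues growth on 5-FOA so higher OD means more RAM inhibition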
# NF-kB expr up: activators of NF-kB expression in neurons, primary screen, cell-based, HTS. human neuronal cells, NF-kB reporter expression; hits give high values. fold change at 12.5 µM. actives 1.6% (n = 190,000); in the data active means fold change above about 3.3
# STAT1 inh: STAT1 signaling inhibitors, primary screen, cell-based, HTS, luciferase reporter; NIH 3T3 STAT1-luciferase reporter, IFN-gamma, luminescence; inhibition, % at 5.5 µM; actives 0.35% (n = 200,000); AID 920, 2007;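 active means inhibition above a set limit, the mean inhibition across all tested compounds plus 3 SD, cut at about 34% in these data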;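 further: 0% = IFN-gamma with DMSO and 100% = IFN-gamma with 300 µM nifuroxazide; values of inactives mirror those of a sister screen read the other way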
# STAT3 act: IL-6 driven STAT3 reporter potentiators, primary screen, U3A cells, luciferase, luminescence, MLSCN library | actives 0.91% (n = 190,000) | activation (% of control), % at 5.6 µM | IL-6 STAT3-luciferase reporter; 100% = signal with IL-6 EC80 alone | AID 871, 2007;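 active means activation above the screen-wide mean of compound activation plus 3 SD, cut at about 130% in these data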;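 further: 0% = background luminescence of wells with medium and substrate only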
#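 Material: STAT1-lacking human U3A cells, STAT3 luciferase reporter | Benchmarks: IL-6-only wells as 100% reference | Probe or stimulus: IL-6 (33 ng/mL) | Timing: Compound 1 h, then IL-6 6 h at 37 °C | Detection: Luminescence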
# Hsp70 activator: Hsp70 transcriptional activators, primary screen, cell-based, HeLa, Hsp70 promoter luciferase, luminescence, 10 µM. actives 0.04% (n = 200,000). activation, % at 10 µM. HeLa Hsp70 promoter luciferase reporter; scaled: vehicle 0, proteasome-inhibitor control 100%;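 active means activation above the mean across all tested compounds plus 3 SD, cutoff set per campaign, cut at about 5.5% in these data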;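 further: 100% = MG132 at 30 µM as the positive control and 0% = DMSO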
# FLuc inhib CS: firefly luciferase enzyme inhibitors, primary screen, artefact control for luciferase-based inhibitor screens, biochemical, luminescence, ATPLite | 10 min | inhibition, % at 10 µM | actives 1.5% (n = 200,000) | AID 1006, 2008;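 active means inhibition above about 50% when tested at 10 µM, limit read from the data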
# Target sequence (P08659 whole entry, looked up): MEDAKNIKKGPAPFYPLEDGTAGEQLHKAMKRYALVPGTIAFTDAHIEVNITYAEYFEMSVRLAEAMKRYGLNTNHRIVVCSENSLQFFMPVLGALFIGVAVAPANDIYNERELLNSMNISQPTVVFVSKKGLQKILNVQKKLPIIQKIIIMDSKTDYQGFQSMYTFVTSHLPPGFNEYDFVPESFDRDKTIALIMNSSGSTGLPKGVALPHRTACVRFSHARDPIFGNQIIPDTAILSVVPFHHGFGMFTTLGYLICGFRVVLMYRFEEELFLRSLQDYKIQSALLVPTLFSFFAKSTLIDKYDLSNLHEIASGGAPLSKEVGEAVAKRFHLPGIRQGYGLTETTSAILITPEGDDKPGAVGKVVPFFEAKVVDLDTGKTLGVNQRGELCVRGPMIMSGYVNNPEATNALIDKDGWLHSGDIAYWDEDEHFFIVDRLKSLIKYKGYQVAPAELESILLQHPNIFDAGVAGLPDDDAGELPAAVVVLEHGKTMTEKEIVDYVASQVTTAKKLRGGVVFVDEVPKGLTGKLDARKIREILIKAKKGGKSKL
# APP 5UTR inh: inhibitors of APP translation via 5'UTR reporter, primary screen, APP 5'UTR luciferase, SH-SY5Y cells; actives 0.82% (n = 190,000); inhibition, % at 2 µM; SH-SY5Y APP 5'UTR-luciferase reporter, luminescence;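 active means inhibition above a set limit, derived from the sample mean plus 3 SD, cut at about 45% in these data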; further: values of inactives mirror those of a sister screen read the other way
# APP 5'UTR act: activators of APP 5'UTR luciferase reporter, primary screen, SH-SY5Y cells | activation, % at 2 µM | SH-SY5Y APP 5'UTR luciferase reporter, luminescence; zero percent = DMSO vehicle wells | AID 1276, 2008 | actives 1% (n = 190,000);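 active means activation above a set limit, based on mean plus 3 SD of controls, cut at about 140% in these data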; further: values of inactives mirror those of a sister screen read the other way
# STAT1 act: STAT1 signaling activators, primary screen, cell-based, HTS, luciferase reporter. NIH 3T3 STAT1-luciferase reporter, IFN-gamma, luminescence; 100% = IFN-gamma alone, no compound. activation (% of control), % at 5.5 µM. actives 2.6% (n = 200,000). AID 932, 2007;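 active means activation above the screen-wide mean activation plus 3 SD, cut at about 130% in these data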;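 further: raw ratio to IFN-gamma control signal so 100% means no change and 0% no light; values of inactives mirror those of a sister screen read the other way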
# Starred values were filed as active, the others as inactive; · = no result given.
compound	STAT1 inh	STAT3 inh	STAT3 act	FLuc inhib CS	APP 5'UTR act	Hsp70 activator	APP 5UTR inh	RAM network inh	NF-kB expr up	STAT1 act
CCN(Cc1ccccc1)c1c(C(=O)O)cnc2c1cnn2C	5	14	95	-3	-11	-0.1	11	1.5	1.2	96
CCn1c(SCC(=O)Nc2cccc(F)c2)nc2c(c1=O)SC(C)C2 (stereo unspecified)	17	12	95	-2	18	-0.4	-18	-0.9	0.98	85
Cn1c(=O)n(-c2cccc(Cl)c2)c(=O)n1C	2	-5	106	-6	-7	-0.2	7	0.3	1.4	99
Cc1ccc(-n2ncc(-c3nnc(SCC(=O)NC4CCCC4)o3)c2N)cc1C	0	13	94	0	24	-0.3	0	4.2	0.94	99
CCC(=O)Nc1ccc(Cl)c(NC(=O)c2ccc(Br)o2)c1	-10	22	84	-6	·	0.2	-15	0.9	1.1	112
COc1ccc(CCC2(C)NC(=O)NC2=O)cc1 (stereo unspecified)	11	-2	106	-10	3	-0.2	-3	0.5	1.1	91
COc1cccc(CC2(CO)CCCN(C/C=C/c3ccccc3OC)C2)c1 (stereo unspecified)	-3	12	94	-1	-15	0.0	15	-0.4	0.88	101
CCOc1ccc2oc(-c3ccccc3)c(C(=O)O)c2c1	6	9	95	0	-16	-0.1	16	2.0	1.1	94
CCCOc1ccc(C(=O)NNC(=S)NC(=O)c2cc(-c3ccccc3)nc3ccccc23)cc1	2	0	101	3	-2	0.0	2	4.4	0.86	98
COc1ccc(CNC(=O)/C(C#N)=C2\N=C(NC(=O)c3cccs3)c3ccccc32)cc1	-6	10	93	-6	-5	-0.2	5	4.6	0.47	106
COC(=O)c1sc2ccccc2c1-n1cccc1C(=O)C(=O)Nc1ccc(C)cc1	0	-11	110	-4	3	0.0	-3	5.9	1.2	100
O=C(N/N=C/c1cn(-c2cccs2)nc1-c1ccccc1)c1ccccc1O	-14	1	97	30	3	-0.5	-3	1.2	0.68	112
CCOc1cc(S(=O)(=O)NCCc2cccc(C)c2)c(OCC)cc1-n1cnnn1	3	-3	106	-2	5	-0.3	-5	8.8*	1.2	97
O=C(Nc1ccccc1)Nc1ccccc1Br	-16	21	85	13	56	0.3	-56	1.8	2.2	115
COc1cccc(-c2nc(=S)c3c(o2)CCCC3)c1	-47	-2	110	47	170*	-0.1	-170	-0.9	2.6	144*
COc1ccc(C(C)=O)cc1CSc1nc2cc(C(=O)O)ccc2c(=O)n1Cc1ccccc1	2	4	104	-6	-5	-0.1	5	3.8	1.1	98
NC(=O)c1ccsc1NC(=O)c1ccc(S(=O)(=O)N2CCCCC2)cc1	-16	0	104	1	32	-0.3	-32	0.8	0.97	114
Cc1ccc(C)c(-c2nc3ccc(N)cc3[nH]2)c1	-2	18	87	1	-3	0.0	3	1.1	2.2	102
Cc1cccc(N(CC(=O)NCCSc2nc3ccccc3s2)S(=O)(=O)c2ccccc2)c1	0	-7	103	-7	-9	-0.2	9	11*	1	100
COc1ccccc1NS(=O)(=O)c1cc(NC(=O)C(C)C)ccc1N1CCCCC1	4	-4	104	-4	-1	-0.4	1	3.1	1.1	94

compound	STAT1 inh	STAT3 inh	STAT3 act	FLuc inhib CS	APP 5'UTR act	Hsp70 activator	APP 5UTR inh	RAM network inh	NF-kB expr up	STAT1 act
CCC1S/C(=C(\C#N)C(N)=O)N(c2ccc(F)cc2)C1=O (stereo unspecified)	4	-14	117	-8	·	-0.4	·	2.0	1	96
COc1ccc2cc(C(=O)Nc3ccccc3)sc(=O)c2c1OC	-30	3	95	-1	15	-0.1	-15	3.4	1.2	126
Cc1cccc(Nc2nc(NCC3CCCO3)nc(N)c2[N+](=O)[O-])c1 (stereo unspecified)	3	7	93	-6	15	-0.3	-15	3.7	0.75	97
CCCC(=O)Nc1ccc(NC(=O)Cc2ccccc2)cn1	-9	10	94	-5	0	-0.1	0	0.7	0.98	109
COc1ccccc1NC(=S)N(CCc1ccc(OC)c(OC)c1)Cc1ccccn1	4	10	102	-2	11	-0.3	-11	1.6	0.98	96
CC1CCc2nn(CC(=O)NCc3ccco3)cc2C1 (stereo unspecified)	5	0	100	-10	3	-0.2	-3	3.7	1.4	96
COc1ccc(NC(=O)CC2C(=O)N(Cc3cccs3)C(=S)N2C(C)C)cc1 (stereo unspecified)	-12	12	95	-3	-7	0.2	7	6.5	0.8	110
O=C(c1ccc([N+](=O)[O-])cc1)N1CCSC1c1ccc(Br)cc1 (stereo unspecified)	-1	3	99	-8	15	-0.3	-15	-0.5	1.4	99
Cc1cc(S(=O)(=O)N2CCN(c3ccc(F)cc3)CC2)c(C)s1	-1	5	100	-4	0	-0.3	0	1.3	0.84	101
C(=C\c1ccccc1)/CSc1nnc(-c2cccnc2)o1	-7	11	93	-9	10	0.1	-10	0.8	1.2	106
CCc1c(C)sc(NC(=S)N2CCN(CC)CC2)c1C(=O)OC	3	8	101	-4	-1	0.0	1	0.8	0.81	97
Cc1ccc(-c2nc(C)sc2CC(=O)OCC(=O)Nc2cccc([N+](=O)[O-])c2)cc1	-1	5	94	-16	-10	-0.3	10	5.7	1.3	103
O=C(O)CCCC(=O)Nc1ccccc1-n1ccnc1	-10	-6	109	-8	3	-0.2	-3	2.1	1.2	109
Cc1cccc(N2C(=S)NC3c4cc(Cl)ccc4OC2(C)C3C(=O)N(C)C)c1 (stereo unspecified)	1	12	100	-5	-18	0.3	18	1.4	0.82	99
Cc1cc(C)nc(NC(=O)CSc2nnnn2-c2ccccc2)n1	0	-5	103	-4	17	0.0	-17	0.4	1	100
Cn1cccc1-c1nc2ccc(NC(=O)c3cccs3)cc2[nH]1	0	25	83	2	4	0.2	-4	0.6	0.5	100
O=C1c2ccccc2C(=O)N1c1ccc(Br)c2cccnc12	-4	9	100	-2	-4	-0.2	4	0.3	0.96	104
COC(=O)c1ccc(NC(=S)NC2c3ccccc3CC2O)cc1 (stereo unspecified)	0	12	92	-4	4	-0.3	-4	4.6	4*	99
CC1(C)CSC(=NCc2ccccc2)N1C(=O)c1cccc([N+](=O)[O-])c1	4	8	92	0	-30	-0.2	30	1.4	1.1	97
CC(=O)c1c(OC(=O)c2ccccc2)c2ccccc2n1C	-1	5	102	-2	-6	-0.1	6	8.4*	1.4	101

compound	STAT1 inh	STAT3 inh	STAT3 act	FLuc inhib CS	APP 5'UTR act	Hsp70 activator	APP 5UTR inh	RAM network inh	NF-kB expr up	STAT1 act
CCC1CCCCN1CCCNC(=O)Cn1nc(-c2ccc(C)cc2)ccc1=O (stereo unspecified)	-2	10	95	-4	-2	-0.2	2	1.8	1.1	102
O=C(Nc1ccc(OC(F)(F)F)cc1)c1[nH]ncc1[N+](=O)[O-]	5	11	93	5	13	-0.4	-13	0.6	1.5	94
Brc1ccc(Oc2nsnc2N2CCOCC2)cc1	-8	14	92	3	-2	0.0	2	1.3	1.7	108
CCC1=NN2C(=N)/C(=C\c3cccn3-c3ccc(Cl)cc3)C(=O)N=C2S1	8	5	107	-7	-6	-0.1	6	0.5	2.2	92
N#CC1=C(N)Oc2c(ccc3ccccc23)C1c1cccs1 (stereo unspecified)	-9	-22	118	1	17	-0.2	-17	1.7	1.6	98
CC(C)CN1CCN(CC#Cc2ccccc2)CC1CCO (stereo unspecified)	-1	-4	107	-2	0	0.0	0	-0.6	1.1	99
COc1ccc(C(=O)C[n+]2ccc(-c3nnc4n3CCC4)cc2)cc1	0	-3	106	-5	-2	-0.2	2	1.2	0.96	100
Nc1nc(-c2ccco2)nn1S(=O)(=O)c1ccc(Cl)cc1	5	4	99	-6	-16	0.2	16	1.4	1.4	94
O=C(NCCN1CCOCC1)c1cc(-c2ccc(Cl)cc2)on1	4	8	97	-5	-13	-0.1	13	0.1	1.7	96
COc1ccc(C(=O)c2c[nH]c(C(=O)NCc3ccco3)c2)cc1	-9	15	94	0	-4	-0.2	4	2.6	1.5	108
COc1ccc(Nc2nc(S(=O)(=O)c3ccc(C)cc3)c(Cl)s2)cc1	1	-2	98	-4	21	-0.4	-21	5.8	0.95	99
Nc1ccc(S(=O)(=O)Nc2nccc(/C=C/c3ccc(Br)s3)n2)cc1	13	11	92	-6	34	-0.2	-34	4.4	1.2	86
COc1ccccc1/C=C/C(=O)OCCCN(C)C	-2	-3	107	-1	-14	0.0	14	-0.6	1.3	100
Cc1ccc(C)c(OCC(=O)Nc2c[nH]c(=O)[nH]c2=O)c1	0	-1	100	-4	0	-0.3	0	-0.6	1	100
COC(=O)c1cn(NC(=O)c2cc(OC)c(OC)c(OC)c2)c(=O)c2ccccc12	-10	2	102	-1	-7	0.0	6	-0.9	0.91	109
CCC/C(O)=C1\C(=O)CCCC1=NCCCCCC(=O)O	-3	2	103	-2	10	-0.1	-10	0.1	1.1	103
COc1ccc(NC(=O)Nc2ccc(N3CCCC3=O)cc2)cc1OC	-4	18	90	-15	19	0.2	-19	0.3	0.95	105
CC(C)(C)c1[nH]c2ccccc2c1/C=N/O	-2	3	98	1	5	0.1	-5	1.5	1.2	102
Cc1sc(NC(=S)NC(=O)c2ccco2)c(C(N)=O)c1C	-8	0	102	9	37	0.0	-37	5.6	1.2	107
CC(NC(=O)CSc1nc2c(cc1C#N)CN(C)CC2)c1ccccc1 (stereo unspecified)	4	7	97	-3	1	-0.1	-1	0.4	1.2	97

compound	STAT1 inh	STAT3 inh	STAT3 act	FLuc inhib CS	APP 5'UTR act	Hsp70 activator	APP 5UTR inh	RAM network inh	NF-kB expr up	STAT1 act
COC(=O)c1ccc(-c2ncc[nH]2)cc1	-5	16	91	2	20	-0.3	-20	1.1	1.4	103
CCCn1nnnc1NCc1c(F)cccc1Cl	-7	0	102	-9	-2	-0.2	2	3.6	0.89	105
CN(C)S(=O)(=O)c1cccc(-c2nn(-c3ccccc3)cc2/C=C2\SC(=S)NC2=O)c1	-1	-3	101	-7	10	-0.5	-10	4.3	0.42	101
COc1c(O)cccc1-c1nnn(CCC(=O)OCC(=O)c2ccccc2)n1	4	7	98	3	-3	0.0	3	2.1	1	96
CCN(CC)Cc1cc(CC(C(N)=O)C(N)=O)ccc1OC	2	5	100	-4	4	0.0	-4	1.8	1	99
CC(=O)N1CCCc2cc(S(=O)(=O)CCC(=O)N3CCN(c4cccc(C)c4)C(C)C3)ccc21 (stereo unspecified)	-6	12	97	-5	-6	-0.2	6	1.0	0.72	106
CCCn1c(N)c(C(=O)COc2ccc(Br)cc2F)c(=O)n(C)c1=O	3	21	84	-6	-17	-0.2	17	2.7	1.1	97
